Compound activity (PubChem BioAssay)
FBW7 act: human FBW7 E3 ligase activation, primary screen; AlphaScreen FBW7–phospho-cyclin E peptide binding, activator screen; AID 1259310; 0.13% of 650,000 active; normalized activity (activation), % at 26.1 µM; in the data active = normalized activity above about 1.9%;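 note: purified mutant Fbw7 with reduced substrate affinity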
MITF inh: blocks human microphthalmia-associated transcription factor; 0.91% of 650,000 active; O75030; AID 1259374; AlphaScreen MITF homodimerization, bead proximity signal; inhibition, % at 2.6 µM; in the data active = inhibition above about 50%;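 note: 0% = vehicle wells with protein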
GPR151 ag: activates the human receptor GPR151. AID 1508602. activation, % at 11.2 µM. PathHunter beta-arrestin GPR151 cells, luminescence. Q8TDV0. 1% of 650,000 active; in the data active = activation above about 4.9%;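 note: 0% = median of compound wells and 100% = cells with positive control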
Target sequence (Q8TDV0 whole entry, looked up): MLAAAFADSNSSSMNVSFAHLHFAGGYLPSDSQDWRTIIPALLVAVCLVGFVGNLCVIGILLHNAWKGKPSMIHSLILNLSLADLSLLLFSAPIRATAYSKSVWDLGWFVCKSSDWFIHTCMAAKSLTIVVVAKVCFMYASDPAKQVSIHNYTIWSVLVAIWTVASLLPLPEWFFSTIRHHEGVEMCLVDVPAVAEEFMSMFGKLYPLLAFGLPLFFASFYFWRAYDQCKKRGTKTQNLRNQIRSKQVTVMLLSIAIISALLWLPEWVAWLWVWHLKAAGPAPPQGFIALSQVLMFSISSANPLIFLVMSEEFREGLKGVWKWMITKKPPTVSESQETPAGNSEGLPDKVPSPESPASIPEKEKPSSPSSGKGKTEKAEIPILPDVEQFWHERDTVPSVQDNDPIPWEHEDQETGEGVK
TEAD-YAP inh: TEAD-YAP interaction inhibition; HEK-TIYL cells, TEAD-Gal4/YAP UAS-luciferase luminescence; inhibition, % at 9.12 µM; 1.4% of 640,000 active; AID 1259422; in the data active = inhibition above about 32%;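 note: 0% = median of test compound wells and 100% = reference inhibitor wells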
* hit, by the source's call.

SMILES	FBW7 act	MITF inh	GPR151 ag	TEAD-YAP inh
COc1ccc(C(=O)N/N=C/c2cccnc2)cc1OC	0.0	-18	-0.1	-11
COc1cc(Br)ccc1OCC(=O)N/N=C/c1ccncc1	0.1	-11	-0.6	-9
Cc1ccc(-c2noc(-c3cccs3)n2)cc1	0.0	10	-0.8	-50
CNC(=O)c1ccc2c(c1)N=C(C)c1c(C)ccc(C)c1S2	1.1	20	1.0	48*
Cc1c(C(=O)O)c2cc(O)ccc2n1C	0.2	20	0.5	-10
Cc1ccc(/C=C2\N=C3CCCCCN3C2=O)cc1	0.1	-1	-1.9	-12
O=C(CCC1CCCC1)Nc1ccc(S(=O)(=O)Nc2ncccn2)cc1	0.1	12	-1.1	5
Cc1ccc(C)c(NC(=O)CNCC(C)(C)CN(C)C)c1	-0.3	74*	-0.4	-3
CCOC(=O)C1(C(F)(F)F)N=C(N(C)C)OC(N(C)C)=N1	-0.1	2	0.7	6
Cc1cccc(C(=O)Nc2cccc(C(=O)Nc3ccccc3C(=O)O)c2)c1	0.0	1	0.0	-13
COc1cc(C(=O)OCC(=O)NC2CCCC2)cc(NC(=O)c2ccco2)c1OC	-0.1	-18	1.6	1
COc1cccc(C=C2C(=O)NC(=S)NC2=O)c1OCC(=O)O	-0.1	10	-1.0	4
Cn1/c(=N/N=C\c2ccccc2O)sc2ccccc21	0.9	4	-1.1	-16
Cc1noc(C)c1NC(=O)NC(c1ccccc1)c1ccccc1	-0.1	-1	0.9	0
CCOC(=O)C1CCN(c2nnc(NC(=O)Nc3ccc(F)cc3)s2)CC1	0.0	-3	0.5	4
O=C(O)CCCC(=O)Nc1cccc2ccccc12	0.0	-5	0.0	-2
O=C(O)C1C2C=CC(C2)C1C(=O)Nc1ccc(F)c([N+](=O)[O-])c1 (stereo unspecified)	0.0	-19	1.5	-4
CN(CCC#N)C(=O)CN1C(=O)NC(C)(c2ccc(OC(F)F)cc2)C1=O (stereo unspecified)	-0.1	2	-0.4	-1
Oc1ccccc1C1=Nc2ccccc2N=C(c2ccc(Br)cc2)C1	-0.1	5	0.7	-70
CCOc1ccc(C(=O)C2CCN(C(=O)c3cccs3)CC2)cc1	0.4	-1	-0.4	-11
CCCn1c(CCC(=O)NCCc2ccccc2)nc2cccnc21	0.0	-2	-0.3	0
O=C(Cc1cccc2ccccc12)NCc1ccc2c(c1)OCO2	-0.1	6	-0.5	-5
C/C(=N\NS(=O)(=O)c1ccccc1)c1sc(=S)n(C)c1C	0.1	15	-0.3	0
COc1cc([N+](=O)[O-])ccc1NC(=O)Nc1ccc(F)cc1C	-0.1	-4	0.5	7
Cc1ccc(-c2nc3cccnc3s2)cc1NS(=O)(=O)c1cccc(Cl)c1	0.1	6	0.5	-5
Cc1ccc(F)cc1CN1CCC(c2nc(-c3ccc(S(C)(=O)=O)cc3)no2)CC1	0.1	6	0.5	0
CN(C)C(=O)n1c(Cc2ccccc2)nc2ccccc21	-0.3	-1	0.3	10
Cc1cccc(C2(c3cccc(C)c3)CC2C(=O)Nc2c(C)cc(C)cc2C)c1 (stereo unspecified)	-0.2	-4	0.4	1
CCC(C)(C)NCC(=O)Nc1ccccc1Br	0.0	8	3.7	1
O=C(Oc1coc(CSc2ncccn2)cc1=O)c1cccc(F)c1	-0.4	17	-1.7	-1
CC(C)(C)C(=O)N1CCC(n2nc(C3CC3)ccc2=O)CC1	0.0	-13	0.1	-22
Cc1cc(Cl)cc(Cl)c1OCC(=O)Nc1ccccn1	0.1	11	-0.9	2
CC(C)C(=O)NC(C)c1nc(-c2ccncc2)n[nH]1 (stereo unspecified)	-0.1	-6	-0.3	-3
Cc1cccc(N2CCN(C(=O)CN3C(=O)c4ccccc4C3=O)C(C)C2)c1 (stereo unspecified)	0.1	4	-0.2	-2
O=C(/C=C/Nc1ccccc1[N+](=O)[O-])c1ccc(Br)cc1	-0.1	4	-0.9	-55
CC1=C(C(=O)NCCCN2CCc3ccccc3C2)C2(CCCCC2)OC1=O	1.1	5	-1.6	-14
Cc1ccc(S(=O)(=O)NC(C)C(=O)Nc2ccc(C)c(Cl)c2)cc1 (stereo unspecified)	-0.1	0	0.0	4
Cc1ccc(C(=O)Nc2ccc(N3CCC(NCCc4cscn4)CC3)cc2)c(C)c1	0.0	3	0.0	-5
COc1ccc(C(=O)Nc2c(-c3cc(=O)oc4cc(C)ccc34)oc3ccccc23)cc1OC	0.6	16	-1.7	-1
CCOC(=O)C1=C(CSc2nc(CC)c(C)cc2C#N)OC(N)=C(C#N)C1c1ccc(SC)cc1 (stereo unspecified)	-0.2	8	1.1	6
CCCCNC(=O)C(CC)Sc1nnc(-c2ccc(C)cc2)c(-c2ccc(C)cc2)n1 (stereo unspecified)	-0.1	-9	0.2	-8
CCN(C(=O)CSc1nc2cc(-c3ccccc3)sc2c(=O)n1C)c1ccccc1	0.0	-8	1.9	-4
COc1ccccc1NC(=O)c1ccccc1SC	0.9	-11	-1.4	5
COc1cccc2cc(C(=O)Nc3ccc(F)cc3)/c(=N/c3sc4c(c3C#N)CCCC4)oc12	0.0	12	0.3	-4
COc1ccc2cc3c(N)nn(C(=O)c4ccccc4Cl)c3nc2c1	0.1	9	-2.2	45*
Cc1cc(C(=O)NNC(=O)COc2ccccc2Cl)n[nH]1	0.2	19	-0.3	-13
CCCCN1c2cccc3cccc(c23)S1(=O)=O	0.0	-9	1.6	-11
Cc1cc(C)c(NC(=O)CSCC(=O)Nc2ccc3ccccc3c2)c(C)c1	-0.1	-16	-1.3	-12
CC1CCCC(N2CCN(C(=O)c3cccc(Cl)c3)CC2)C1 (stereo unspecified)	0.0	51*	1.0	-4
C=CCn1c(C)cc(C(=O)COC(=O)COc2ccccc2C#N)c1C	0.1	7	0.0	-1
O=C(CSc1ncn[nH]1)NC1CCCc2ccccc21 (stereo unspecified)	0.0	14	-1.6	-1
O=C(Cn1cnc2c(cnn2-c2ccc(Cl)cc2)c1=O)N1CCc2ccccc21	0.1	6	0.1	6
CCc1nnc(NC(=O)c2nc3c(nnn3Cc3ccc(C)cc3)c(=O)[nH]2)s1	-0.2	-6	-0.7	0
CC(C)CC(C(=O)O)N1C(=O)C2CC=CCC2C1=O (stereo unspecified)	0.7	18	1.8	-3
Cc1nc2sc(C(c3ccc([N+](=O)[O-])cc3)N3CCC(C(N)=O)CC3)c(O)n2n1 (stereo unspecified)	-0.1	11	0.8	-3
CCOc1ccc2[nH]c(=O)c(CN(CCN(C)C)C(=O)Nc3ccc(OC)cc3)cc2c1	-0.1	9	-0.8	-9
CC(C)CCNC(=O)C(=Cc1ccc([N+](=O)[O-])o1)C(=O)NCCC(C)C	-0.2	4	-0.8	6
O=c1c2cc(N3CCCCC3)ccc2nc(SCc2cccc(Cl)c2)n1Cc1ccccc1	0.1	0	1.3	5
CCCC(=O)Nc1cccc(NC(=O)CSc2nnc(-c3cccs3)n2CC)c1	1.1	21	-0.8	3
CCC(=O)Nc1cccc(Oc2ccc3c(c2)C(=O)N(c2ccc(OC)cc2)C3=O)c1	0.0	-3	4.0	-75
(continued)
SMILES	FBW7 act	MITF inh	GPR151 ag	TEAD-YAP inh
CCS(=O)(=O)N1CCN(c2nc(C)c(C)c(=O)[nH]2)CC1	0.0	-24	-0.7	3
COC(=O)c1cc(S(=O)(=O)N2CCN(Cc3ccccc3)CC2)c[nH]1	-0.1	6	3.4	0
COC(=O)C1=NNC2C(=O)N(c3ccccc3Cl)C(=O)C12 (stereo unspecified)	-0.1	1	-0.1	-4
O=C1N[C@H](Cc2ccc(O)cc2)C(=O)N2CCN(C(=O)c3cccc4ccccc34)C[C@H]12	0.1	-2	0.7	4
FC(F)(F)c1cnc(NN=C2CCN(Cc3ccccc3)CC2)c(Cl)c1	-0.2	4	1.0	0
C=CCNC(=O)CN(Cc1ccccc1)S(=O)(=O)c1c(C)cc(C)cc1C	0.1	-10	0.3	-9
COC(=O)c1sc(NC(=O)c2cccnc2)c(C(=O)OC)c1C	0.3	9	-0.2	9
CCOC(=O)c1c(C)nc2c(C#N)c(C)n(-c3ccccc3)c2c1-c1ccc(Br)cc1	0.2	16	-0.6	7
C=CCOCC(O)Cn1c(N(C)C)nc2c1c(=O)[nH]c(=O)n2C (stereo unspecified)	0.0	-5	-1.2	-2
CN1CCN(c2ccccc2NC(=O)c2cccnc2)CC1	0.0	-16	-0.3	-15
CC1CCCCN1Cc1ccccc1[N+](=O)[O-] (stereo unspecified)	-0.1	-22	-1.0	11
CCOc1ccc(N2CCN(C(=O)Cc3ccc(F)cc3)CC2)nn1	1.0	13	-2.0	4
CC1=CCC2C(=O)N(NC(N)=S)C(=O)C2C1 (stereo unspecified)	0.3	-1	-0.4	-4
CC(=O)c1ccc(NC(=O)COc2ccccc2Cl)cc1	0.0	-2	-0.4	-44
CCN(CC)c1ccc(/C=N/NC(=O)OC)c(O)c1	-0.1	4	0.2	-34

Only GPR151 ag, for some of the entries so far:
Compound	GPR151 ag
CCOc1ccc(N2CCN(C(=O)Cc3ccc(F)cc3)CC2)nn1	-2.0
CCS(=O)(=O)N1CCN(c2nc(C)c(C)c(=O)[nH]2)CC1	-0.7

Carrying on.
SMILES	FBW7 act	MITF inh	GPR151 ag	TEAD-YAP inh
COc1ccc(CNC(=O)COc2ccccc2C#N)cc1	0.1	7	0.7	-26
CCC1=NN2C(=N)/C(=C/c3cc(Br)c(OCCOc4ccc(C)cc4)c(OC)c3)C(=O)N=C2S1	1.2	61*	-1.6	-14
O=C1/C(=C/c2ccsc2)CCC/C1=C\c1ccsc1	-0.1	19	-0.3	-48
Cc1cccc(C)c1OCCOc1ccc(/C=C2/C(=N)N3N=C(C(F)(F)F)SC3=NC2=O)cc1	0.2	11	0.3	8
COc1ccc(C(=O)O)cc1NC(=S)NC(=O)c1ccccc1C	0.0	4	-1.2	6
O=C(COc1ccccc1Cl)c1ccc(F)cc1	-0.1	-6	-0.5	-25

Of the compounds above, these contain a Cl atom.
SMILES	FBW7 act	MITF inh	GPR151 ag	TEAD-YAP inh
Cc1ccc(-c2nc3cccnc3s2)cc1NS(=O)(=O)c1cccc(Cl)c1	0.1	6	0.5	-5
Cc1cc(Cl)cc(Cl)c1OCC(=O)Nc1ccccn1	0.1	11	-0.9	2
Cc1ccc(S(=O)(=O)NC(C)C(=O)Nc2ccc(C)c(Cl)c2)cc1 (stereo unspecified)	-0.1	0	0.0	4
COc1ccc2cc3c(N)nn(C(=O)c4ccccc4Cl)c3nc2c1	0.1	9	-2.2	45*
Cc1cc(C(=O)NNC(=O)COc2ccccc2Cl)n[nH]1	0.2	19	-0.3	-13
CC1CCCC(N2CCN(C(=O)c3cccc(Cl)c3)CC2)C1 (stereo unspecified)	0.0	51*	1.0	-4
O=C(Cn1cnc2c(cnn2-c2ccc(Cl)cc2)c1=O)N1CCc2ccccc21	0.1	6	0.1	6
O=c1c2cc(N3CCCCC3)ccc2nc(SCc2cccc(Cl)c2)n1Cc1ccccc1	0.1	0	1.3	5
COC(=O)C1=NNC2C(=O)N(c3ccccc3Cl)C(=O)C12 (stereo unspecified)	-0.1	1	-0.1	-4
FC(F)(F)c1cnc(NN=C2CCN(Cc3ccccc3)CC2)c(Cl)c1	-0.2	4	1.0	0
CC(=O)c1ccc(NC(=O)COc2ccccc2Cl)cc1	0.0	-2	-0.4	-44
O=C(COc1ccccc1Cl)c1ccc(F)cc1	-0.1	-6	-0.5	-25
